# Bioassay records from PubChem.
# human PMI inhibition = inhibitors of human PMI, primary screen, biochemical, fluorescence intensity, coupled assay (AID 1209) | Mannose-6-phosphate isomerase (Homo sapiens) | purified PMI enzyme, coupled fluorescence intensity; higher % means a stronger effect | one-dose inhibition, % at 20 µM; IC50 in µM for titrated hits | actives 0.42% (n = 190,000);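 further: plate controls were DMSO vehicle for no effect and wells lacking substrate for full effect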
# West Nile antiviral = West Nile virus antiviral activity, cell-based, CPE readout (AID 1621). CPE inhibition, % at 10 µM, or IC50 in µM where a hit was titrated. West Nile virus-infected cells, CPE inhibition; higher % means a stronger effect. actives 0.02% (n = 290,000); in the data active means a potency from the dose series; inconclusive means CPE inhibition mostly from about 3.7% at the one dose, without a potency; inactive means the rest, 99 in 100 with CPE inhibition below about 2.2%; further: strong numbers were not always called active
# RSV CPE inhibition = RSV antiviral activity via CPE protection, HEp-2 cells, primary 10 µM value included (AID 2391) | one-dose CPE inhibition, % at 10 µM; IC50 in µM for titrated hits | HEp-2 cells, RSV-induced CPE inhibition; higher % means a stronger effect | actives 0.13% (n = 310,000); in the data active means a potency from the dose series; inconclusive means CPE inhibition mostly from about 23% at the one dose, without a potency; inactive means the rest, 99 in 100 with CPE inhibition below about 21%; further: strong numbers were not always called active
# PMI inhibition = human PMI inhibitors, high substrate, primary screen, biochemical, fluorescence intensity, high mannose 6-phosphate (AID 1220); Mannose-6-phosphate isomerase (Homo sapiens); recombinant PMI enzyme, coupled fluorescence intensity; higher % means a stronger effect; inhibition, % at 20 µM; hits with a dose series show IC50 in µM; actives 0.66% (n = 190,000)
# Large T inhibition = SV40 large T antigen inhibitors, biochemical (AID 1903); inhibition, % at 20 µM; hits with a dose series show IC50 in µM; actives 0.39% (n = 310,000); SV40 large T antigen ATPase/helicase inhibition assay; higher % means a stronger effect; in the data active means a potency from the dose series; inconclusive means inhibition mostly from about 32% at the one dose, without a potency; inactive means the rest, 99 in 100 with inhibition below about 32%; further: strong numbers were not always called active
# ER stress rescue = rescue of cells from ER stress-induced death, primary screen, 384-well, CSM14.1, thapsigargin, ATP luminescence (AID 1222) | 190,000 tested, under 10 active | cellular ATP content (survival), % at 20 µM, or EC50 in µM where a hit was titrated | CSM14.1 thapsigargin-induced death rescue, ATP luminescence; higher % means a stronger effect;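 active means EC50 below 50 µM in the dose-response confirmation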;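 further: death triggered by thapsigargin at about 15 µM added after 2 h compound pretreatment; cell ATP read after overnight thapsigargin exposure of roughly 18 to 22 hours; normalized against plate controls of thapsigargin alone and 5% DMSO vehicle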
# PhoP inhibition = inhibitors of PhoP regulon expression, primary screen, Salmonella Typhimurium, GFP reporter (AID 1863). S. Typhimurium PhoP-regulated promoter GFP reporter, 4 h; higher % means a stronger effect. inhibition, % at 50 µM, or IC50 in µM where a hit was titrated. actives 0.16% (n = 300,000);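 active means inhibition over 29.93%, a cutoff 3 SD above the screen mean, later confirmed by dose response; inconclusive means inhibition over 29.93% but no dose response follow-up; inactive means inhibition at most 29.93% or unconfirmed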;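 further: 0% = low Mg2+ inducing control and 100% = high Mg2+ repressing control; strong numbers were not always called active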
# Ins promoter up = insulin promoter activators in MIN6 cells, imaging, high-content screening, mouse beta cells; MIN6 insulin promoter-GFP reporter; hits give high values; z-score at 5 µM; actives 0.3% (n = 190,000);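 active means z-score above 3 at 5 µM with at least 500 cells counted in the well; inconclusive means wells under 500 cells, flagged as cytotoxic or low count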
# TNAP activation fold = human TNAP enzyme activators, primary screen, biochemical, luminescent, no phosphate acceptor, uHTS (AID 1001) | Alkaline phosphatase, tissue-nonspecific isozyme (Homo sapiens) | purified TNAP, luminescent activation assay, no phosphate acceptor; higher activation fold means a stronger effect | one-dose activation fold at 20 µM; EC50 in µM for titrated hits | actives 0.03% (n = 200,000); in the data active means activation fold from about 3, or a potency from the dose series; inactive means the rest, 99 in 100 with activation fold below about 1.6; further: many of its hits are not listed in these tables
# Ins promoter up cell count = recorded beside Ins promoter up, whose call it bears; cell count; measured here: cytotoxicity, nuclei count;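 total cells summed across four imaged fields per well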
# * hit, by the source's call; u = inconclusive; x = not tested or not shown. Unless noted, no stated cut-off is given here; in the data, active means inhibition above about 50%; inactive means the rest. Compounds were not picked by outcome; overall some 1.5% were active at least once.
# Under each structure – PMI inhibition	RSV CPE inhibition	Large T inhibition	Ins promoter up	Ins promoter up cell count	West Nile antiviral	ER stress rescue	PhoP inhibition	TNAP activation fold	human PMI inhibition
[1] O=C1C(Cc2cccc([N+](=O)[O-])c2)S/C(=N/N=C/c2ccco2)N1c1ccccc1 (centres undefined)
  -2%	0.2%	7%	-0.26	1209	-0.4%	-0.3%	-11%	0.9	2%
[2] Cc1ccc(S(=O)(=O)NCC(C)NS(C)(=O)=O)cc1 (centres undefined)
  13%	1.3%	5%	1.8	891	0.1%	-0.2%	0%	1.1	7%
[3] Cc1ccc(/C=C/c2nc3ccccc3s2)s1
  2%	8.3%	2%	-0.22	875	1.2%	-8.0%	-11%	1.1	11%
[4] C[C@]12C(=O)N(c3ccc(Cl)cc3)C(=O)N1[C@@H]1c3ccccc3OC[C@@H]1[C@H]2c1ccccc1
  x	9.7%	11%	x	x	-0.7%	x	2%	x	x
[5] COc1ccccc1-c1cc(-c2cc(Cl)ccc2O)n[nH]1
  9%	3.4%	1%	0.61	1655	0.6%	-1.6%	-4%	1.1	6%
[6] CCCN1C2CCCC1CC(NC(=O)c1ccccc1OC)C2 (centres undefined)
  x	-1.1%	1%	x	x	0.3%	x	13%	x	x
[7] CCOc1ccc(CCNC(=O)c2[nH]c(C)c(C(C)=O)c2C)cc1OCC
  -8%	7.5%	6%	-0.22	1071	-0.7%	-1.8%	-5%	1.1	-11%
[8] CCCCc1[nH]c(=O)c(C#N)c2c1CCCC2
  13%	-0.9%	12%	x	x	-0.3%	-0.6%	2%	1	9%
[9] COc1ccc(NS(=O)(=O)c2cn(C)cn2)cc1Cl
  x	-0.2%	1%	x	x	-0.3%	x	-2%	x	x
[10] O=C(COC(=O)CCCSc1nc2ccccc2[nH]1)NC(=O)NC1CCCC1
  1%	0.2%	10%	0.16	1385	0.4%	1.0%	5%	0.9	4%
[11] CCCN(CC1CC1)S(=O)(=O)c1ccc(S(N)(=O)=O)cc1
  5%	1.8%	7%	1	2085	0.1%	x	3%	1.1	6%
[12] O=c1c2ccccc2nnn1CSc1ncnc2ccccc12
  -5%	1.3%	4%	-0.25	1650	2.4%	-0.2%	5%	1	-7%
[13] CCc1nn(C(C)C(=O)NCCc2ccccc2)c(=O)c2cc3occc3n12 (centres undefined)
  x	4.5%	-7%	x	x	0.8%	x	2%	x	x
[14] COc1ccc(-c2nnc3n2CCCCC3)cc1
  x	1.7%	6%	x	x	-0.1%	x	0%	x	x
[15] CCC1=C(c2cc(OC)c(OC)c(OC)c2)C2(CCCC2)C(=O)O1
  x	-1.8%	16%	x	x	-0.6%	x	2%	x	x

# Record cards (already shown).
# Listed for `CCc1nn(C(C)C(=O)NCCc2ccccc2)c(=O)c2cc3occc3n12` (centres undefined) → PMI inhibition: x; RSV CPE inhibition: 4.5%; Large T inhibition: -7%; Ins promoter up: x; Ins promoter up cell count: x; West Nile antiviral: 0.8%; ER stress rescue: x; PhoP inhibition: 2%; TNAP activation fold: x; human PMI inhibition: x
# Listed for `O=C(COC(=O)CCCSc1nc2ccccc2[nH]1)NC(=O)NC1CCCC1` → PMI inhibition: 1%; RSV CPE inhibition: 0.2%; Large T inhibition: 10%; Ins promoter up: 0.16; Ins promoter up cell count: 1385; West Nile antiviral: 0.4%; ER stress rescue: 1.0%; PhoP inhibition: 5%; TNAP activation fold: 0.9; human PMI inhibition: 4%

# Next part.
# Under each structure – PMI inhibition	RSV CPE inhibition	Large T inhibition	Ins promoter up	Ins promoter up cell count	West Nile antiviral	ER stress rescue	PhoP inhibition	TNAP activation fold	human PMI inhibition
[16] CCCN(CCC)C(=O)Cn1c(=O)c2sccc2n2c(=S)sc(-c3ccccc3)c12
  -5%	2.4%	9%	-0.11	1390	x	-0.9%	-12%	1	18%
[17] O=C1NC(=O)C2C3c4ccccc4C(c4ccccc43)C12 (centres undefined)
  10%	0.2%	4%	1.4	1359	-0.6%	-1.3%	-11%	0.9	2%
[18] O=C(N/N=C/c1ccc(O)cc1)NC12CC3CC(CC(C3)C1)C2
  x	u	23%	x	x	-1.3%	x	5%	x	x
[19] NC(=O)[C@@H]1CCCNc2c(I)cc([N+](=O)[O-])cc2C(=O)N[C@@H](CO)C(=O)N[C@@H](Cc2ccc(O)cc2)C(=O)N1
  -13%	1.1%	10%	0.68	1271	-0.3%	-1.9%	-4%	1.1	-23%
[20] CCC(=O)Nc1cccc(NC(=O)COc2ccc(OC)cc2)c1
  7%	1.1%	5%	-0.16	1229	0.3%	-1.4%	-3%	1.1	11%
[21] COc1ccc(Cc2c(C)nc(N)nc2Cl)cc1
  -6%	-0.4%	0%	0.25	1478	-0.1%	1.8%	-3%	1.1	4%
[22] O=C(O)CN1C(=O)/C(=C\c2cc(Br)ccc2OCc2ccc(F)cc2)SC1=S
  x	17%	34%	x	x	1.9%	x	0%	x	x
[23] Cc1nc(N2CCN(C(=O)c3ccco3)CC2)nc2c1C(=O)CCC2
  x	2.7%	3%	x	x	-0.5%	x	-8%	x	x
[24] CN(C)CCCN1C(=O)C(=O)/C(=C(/O)c2ccccc2)C1c1ccccn1 (centres undefined)
  10%	x	x	0.27	1207	x	-1.2%	x	1	7%
[25] Cc1noc(/C=C/c2nn(C)cc2Cl)c1[N+](=O)[O-]
  x	0.6%	4%	-0.8	1367	3.3%	x	3%	x	x
[26] CC(C)c1ccc(NC(=O)CNCC(c2ccccc2)N(C)C)cc1 (centres undefined)
  x	-2.0%	10%	0.47	1477	0.3%	x	-5%	x	x
[27] CCOC(=O)c1ccc(CNCc2ccccc2)cc1
  -9%	1.4%	4%	0.23	1538	-1.3%	-2.4%	-2%	1.2	1%
[28] COc1cc(N=C2C(=O)N3c4c(cccc42)C(C)=CC3(C)C)cc(OC)c1
  46%	1.3%	12%	0.29	1210	0.0%	-1.2%	5%	1	34%
[29] Cc1ccc(C(=O)Nc2nc3ccccc3c(=O)s2)cc1
  -51%	0.2%	15%	0.74	1687	-0.3%	-4.9%	-8%	1	-22%
[30] COc1cc(OC)cc(-c2nnc(SCc3c(F)cccc3Cl)o2)c1
  8%	9.5%	8%	-2.8	1069	-0.4%	-0.4%	-6%	1.1	2%

# Another view of some results above:
(19) NC(=O)[C@@H]1CCCNc2c(I)cc([N+](=O)[O-])cc2C(=O)N[C@@H](CO)C(=O)N[C@@H](Cc2ccc(O)cc2)C(=O)N1
(29) Cc1ccc(C(=O)Nc2nc3ccccc3c(=O)s2)cc1
(25) Cc1noc(/C=C/c2nn(C)cc2Cl)c1[N+](=O)[O-]

compound no. | 19 | 29 | 25
PMI inhibition | -13% | -51% | x
RSV CPE inhibition | 1.1% | 0.2% | 0.6%
Large T inhibition | 10% | 15% | 4%
Ins promoter up | 0.68 | 0.74 | -0.8
Ins promoter up cell count | 1271 | 1687 | 1367
West Nile antiviral | -0.3% | -0.3% | 3.3%
ER stress rescue | -1.9% | -4.9% | x
PhoP inhibition | -4% | -8% | 3%
TNAP activation fold | 1.1 | 1 | x
human PMI inhibition | -23% | -22% | x

# The list goes on.
# Under each structure – PMI inhibition	RSV CPE inhibition	Large T inhibition	Ins promoter up	Ins promoter up cell count	West Nile antiviral	ER stress rescue	PhoP inhibition	TNAP activation fold	human PMI inhibition
[31] O=C(O)c1ccc(S(=O)(=O)c2ccc([N+](=O)[O-])cc2[N+](=O)[O-])cc1
  x	0.5%	29%	x	x	3.1%	x	15%	x	x
[32] CN(CCOC(=O)c1ccc2c(c1)OCO2)C(C)(C)C
  -1%	0.8%	2%	-1	1325	0.0%	x	14%	1.1	-21%
[33] COc1ccc(/C(O)=C/C(=O)C(=O)NNC(=O)c2ccccc2)cc1
  x	0.8%	-5%	x	x	0.1%	x	-12%	x	x
[34] N#Cc1ccccc1COc1ccc(/C=C/C(=O)O)cc1
  -8%	1.4%	4%	-0.35	1426	0.6%	-0.8%	3%	1	7%
[35] CS(=O)(=O)N(CC(=O)NCC1CCCO1)c1ccc(F)c(Cl)c1 (centres undefined)
  9%	-0.5%	14%	0.44	1383	0.1%	0.9%	10%	1	12%
[36] O=C(CSc1nnc(-c2cccs2)n1-c1ccccc1)N1CCCC1
  4%	-1.3%	1%	-0.29	1571	0.3%	-1.4%	-1%	1.1	6%
[37] O=C(CCN1C(=O)/C(=C/c2ccco2)SC1=S)Nc1ccc(O)cc1C(=O)O
  x	-0.1%	u	x	x	-0.7%	x	2%	x	x
[38] Cc1ccc(C23CC4CC(CC(C(=O)NC(C)C(N)=O)(C4)C2)C3)cc1 (centres undefined)
  x	0.2%	8%	x	x	0.4%	x	-9%	x	x
[39] CCNC(=O)COC(=O)c1sccc1C
  -10%	1.8%	13%	-0.23	1219	0.1%	-1.1%	-1%	1	-7%
[40] CCOC(=O)C1=C(C)NC(=O)NC1c1ccc(OCC(N)=O)cc1 (centres undefined)
  -12%	1.0%	1%	0.26	1277	0.1%	-1.8%	3%	1.1	-6%
[41] Cc1cccc(-n2nnnc2SC(C)C(=O)NCCC2=CCCCC2)c1 (centres undefined)
  -5%	4.1%	9%	0.03	832	-0.1%	-2.9%	18%	1.1	-2%
[42] Cc1ccc(O)c(C(=O)c2cnc3c(c2)c(=O)n(C)c(=O)n3C)c1
  -3%	-0.3%	5%	0.13	1665	0.4%	-2.0%	0%	0.9	-8%
[43] CC(C)CC(=O)Nc1cccc(-c2nc3ncccc3o2)c1
  x	1.3%	7%	x	x	-0.7%	x	10%	x	x
[44] Fc1cccc(NC(=S)NCc2cccnc2)c1
  -1%	1.7%	-1%	0.44	1577	-0.6%	-3.4%	1%	1.1	0%
[45] COc1cccc(C=Nc2cccc3c(=O)[nH][nH]c(=O)c23)c1O
  5%	-1.1%	2%	-0.3	1535	0.1%	-3.0%	-4%	1.8	-5%
[46] CN(C)c1ccc(CNS(=O)(=O)c2csc(C(N)=O)c2)cc1
  x	16%	18%	x	x	0.2%	x	-8%	x	x
[47] O=C(c1nc2ccccn2c1CNCCCn1ncc2ccccc21)N1CCCC1
  -2%	-0.8%	11%	1.8	1536	-0.5%	-0.7%	-2%	1	-2%
[48] O=C1N=C(N2CCOCC2)S/C1=C1\C(=O)N(Cc2ccccc2)c2ccccc21
  -8%	0.7%	5%	-0.33	1253	-0.7%	0.1%	6%	0.9	-6%
[49] CCCc1nc2nc(C)c(NS(=O)(=O)c3ccc(Cl)cc3)c(=O)n2[nH]1
  x	2.5%	5%	x	x	-0.1%	x	6%	x	x
